M5 ag = CHRM5 agonism in calcium assay; P08912; CHO-K1 hM5 cells, Fluo-8 calcium fluorescence; 0% DMSO wells, 100% maximal acetylcholine response; actives 0.19% (n = 360,000); activation, % at 3 µM;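 active = activation above the run's mean over test compounds plus 3 SD, cut at about 23% in these data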;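 also: signal is peak over basal fluorescence ratio across the kinetic read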
Target sequence (P08912 whole entry, looked up): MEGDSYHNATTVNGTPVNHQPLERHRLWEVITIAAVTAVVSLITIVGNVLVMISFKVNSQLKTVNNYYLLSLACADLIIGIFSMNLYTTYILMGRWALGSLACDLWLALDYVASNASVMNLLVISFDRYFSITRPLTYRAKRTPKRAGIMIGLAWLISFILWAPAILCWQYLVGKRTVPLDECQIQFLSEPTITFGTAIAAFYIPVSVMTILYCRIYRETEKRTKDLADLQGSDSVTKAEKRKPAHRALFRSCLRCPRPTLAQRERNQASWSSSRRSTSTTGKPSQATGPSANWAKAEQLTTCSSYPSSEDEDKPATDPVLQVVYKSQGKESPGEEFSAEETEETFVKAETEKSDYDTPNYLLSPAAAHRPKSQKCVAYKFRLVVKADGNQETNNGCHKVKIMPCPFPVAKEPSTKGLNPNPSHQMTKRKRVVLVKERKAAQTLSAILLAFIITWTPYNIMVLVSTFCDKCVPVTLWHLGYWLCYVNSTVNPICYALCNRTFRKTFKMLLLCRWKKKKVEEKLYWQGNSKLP
M1 ag parental = M1 agonist counterscreen hit in parental CHO-K1 cells; Fluo-8 calcium fluorescence; scaled to maximal ATP response, vehicle zero; activation, % at 3 µM; actives 0.48% (n = 360,000); AID 602248; in the data active = activation above about 15%;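 also: untransfected CHO-K1 host cells lacking M1 receptor as counterscreen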
M1 PAM parental = counter-screen for M1 PAMs: effect in parental CHO-K1 cells; ATP EC20, Fluo-8 calcium fluorescence; 0% at ATP EC20, 100% at ATP max; activation, % at 3 µM; actives 0.02% (n = 360,000); AID 602247;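 active = activation above the run cutoff, the mean activation of all test compounds plus 3 SD, cut at about 40% in these data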;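 also: peak over basal fluorescence ratio in a 140 s read after ATP addition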
M4 ag = CHRM4 agonism in calcium assay; P08173; CHO-K1 hM4/Gqi5, Fluo-8 calcium fluorescence; vehicle 0%, full acetylcholine response 100%; activation, % at 3 µM; actives 0.14% (n = 360,000); AID 624127;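 active = activation above the run mean over all test wells plus 3 SD, cut at about 32% in these data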;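 also: peak over basal fluorescence ratio per well then scaled between controls; 0% = DMSO wells and 100% = acetylcholine at EC100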
CHRM4 antagonist = CHRM4 antagonism in calcium assay. P08173. CHO-hM4 cells, ACh EC80, Fluo-8 calcium fluorescence. inhibition, % at 3 µM. actives 0.73% (n = 360,000). AID 624125;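 active = inhibition above its plate's cutoff, the mean inhibition of sample wells plus 3 SD, cut at about 27% in these data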;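 also: 0% = acetylcholine EC80 with DMSO and 100% = DMSO without agonist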
M5 PAM = positive allosteric modulators of human muscarinic M5 receptor; P08912; CHO-K1 hM5, Fluo-8 calcium, ACh EC20 PAM; 0% = ACh EC20, 100% = ACh EC100; activation, % at 3 µM; actives 0.3% (n = 360,000);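 active = activation above the run cutoff, the mean activation of all test compounds plus 3 SD, cut at about 18% in these data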
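Replicates: One well per compound, no replicates | System: Human M5 receptor in CHO-K1 cells | Benchmarks: Low control EC20 acetylcholine (0%), high control EC100 acetylcholine (100%) | Probe or stimulus: Acetylcholine, EC20 level | Times: Fluo-8 loading 80 min at 37 °C plus 30 min room temperature | Signal: Intracellular calcium via Fluo-8 fluorescence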
M5 antag = antagonists of human muscarinic M5 receptor (CHRM5); P08912; CHO-hM5 cells, Fluo-8 calcium fluorescence, ACh EC80; actives 0.59% (n = 360,000); AID 624040; inhibition, % at 3 µM;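 active = inhibition above a per-plate cutoff, the mean of that plate's test compounds plus 3 SD, cut at about 27% in these data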;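 also: 0% = acetylcholine EC80 with DMSO and 100% = DMSO without agonist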
CHO-K1 Ca antag = nonselective inhibitor or artifact in parental CHO-K1 cells; ATP-induced calcium, Fluo-8 fluorescence; inhibition, % at 3 µM; actives 0.6% (n = 360,000);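 active = inhibition above a per-plate cutoff, the plate's mean sample inhibition plus 3 SD, cut at about 24% in these data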;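 also: 0% = DMSO plus EC80 ATP and 100% = DMSO alone without ATP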
M4 PAM = CHRM4 positive allosteric modulation. P08173. actives 0.4% (n = 360,000). CHO-K1 hM4/Gqi5, Fluo-8 calcium fluorescence, ACh EC20; 0% = ACh EC20, 100% = maximal ACh. AID 624126. activation, % at 3 µM;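 active = activation above its plate's cutoff, the mean activation of sample wells plus 3 SD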; also: some results filed as inactive read as strong as hits
Numbers without * were called inactive.

item	structure	M4 PAM	M5 PAM	M1 ag parental	M4 ag	M5 ag	CHRM4 antagonist	M1 PAM parental	CHO-K1 Ca antag	M5 antag
1	CN(Cc1cccs1)C(=O)CCc1c[nH]c2ccccc12	-2	3	1.4	2	-3	4	9	-10	6
2	CC1(C)CC(=O)C2=C(C1)Nc1ccccc1NC2c1cccnc1 (configuration not stated)	1	0	-0.2	1	-2	3	6	2	4
3	CN(Cc1ccc(F)cc1)C(=O)c1ccc2c(c1)NC(=O)CS2	1	0	-0.2	1	-2	10	4	-2	8
4	CCOC(=O)c1ccc(NC(=O)C(=O)NCc2ccc(/C=C(/C#N)C(=O)NCCOC)o2)cc1	-5	4	1.3	1	0	-10	7	-11	5
5	COC(=O)c1ccccc1NC(=O)c1ccccc1SC	-6	-6	0.0	-1	-1	10	-3	11	6
6	CCc1cc(-c2nnn(CCC3COCCO3)c2CC)cc(CC)c1-c1cn(Cc2ccc3ccccc3c2)nn1 (configuration not stated)	-6	2	0.7	3	1	-5	-11	13	5
7	CCc1ccc2[nH]c(O)c(N=NC3=NC(=O)CS3)c2c1	-1	8	-0.8	-1	-2	14	15	-17	-16
8	C=CCN(Cc1cccc(OC)c1OC)S(=O)(=O)N(C)C	11	-3	0.3	1	-1	-9	16	-11	2
9	CC(C)CCNC(=O)CN(Cc1ccco1)C(=O)c1snc(C(N)=O)c1N	9	16	1.5	4	5	-6	22	3	3
10	O=C1c2ccccc2C(Nc2ccc3nc(-c4cccnc4)[nH]c3c2)N1Cc1ccco1 (configuration not stated)	-2	-4	0.9	5	-1	-19	13	1	-6
11	COc1ccc(-c2nc(CN3CCC(C(=O)NC4CC4)CC3)c(C)o2)cc1OC	10	0	0.7	1	-4	-5	23	-10	4
12	Cc1ccc(SCc2ccc(C(=O)Nc3ccccc3Br)cc2)cc1	0	3	9.4	-1	-1	1	1	8	-2
13	O=[N+]([O-])c1cc(C(F)(F)F)ccc1NCCOc1ccccc1	-4	-7	-0.5	-2	-3	-10	-9	11	10
14	COc1cc([N+](=O)[O-])ccc1NC(=O)C[n+]1cccc(C)c1	0	-5	0.1	0	-9	-4	-17	-10	-4
15	CSc1nnc(C)c(=O)n1COC(=O)c1ccc(S(=O)(=O)N2CCOCC2)cc1	-12	-2	2.1	2	5	3	12	-11	-5
16	COc1cccc(C(C(=O)NC(C)(C)C)N(C(=O)CCC(=O)Nc2cc(C)on2)c2ccc3c(c2)OCCO3)c1OC (configuration not stated)	5	1	0.9	1	-5	-5	13	-3	4
17	Cc1ccn2cc(CCNS(=O)(=O)c3ccc4c(c3)CCCC4)nc2c1	-5	-1	1.0	1	-2	0	8	-7	-3
18	CCOC(=O)[C@@H]1[C@H]2COc3ccccc3[C@@H]2N2C(=O)N(c3cccc(Cl)c3)C(=O)[C@@]12C	-4	-14	2.3	10	3	18	11	-9	15
19	CC(=O)c1cccc(OCC(=O)N(Cc2ccco2)c2c(N)n(Cc3ccccc3)c(=O)[nH]c2=O)c1	-1	6	0.1	1	1	2	20	-15	-2
20	Fc1ccc(CN2CCN(c3ncccn3)CC2)c(F)c1	-5	2	0.7	0	0	-5	15	-13	3

More records follow.
item	structure	M4 PAM	M5 PAM	M1 ag parental	M4 ag	M5 ag	CHRM4 antagonist	M1 PAM parental	CHO-K1 Ca antag	M5 antag
21	Cc1ccc(N(C(=O)CC2NC(=O)NC2=O)C2(C(=O)NC3CCCC3)CCCCC2)cc1 (configuration not stated)	-3	11	-0.3	0	0	3	-1	7	-4
22	O=C(CNC(=O)C1COc2ccccc2O1)Nc1cc(Cl)ccc1Cl (configuration not stated)	3	1	0.2	0	-1	-4	0	-9	-1
23	COCc1cc(=O)[nH]c(N2CCN(Cc3ccc4c(c3)OCO4)CC2)n1	2	-3	1.3	2	-4	0	5	-14	2
24	O=[N+]([O-])c1cccc(-c2nc(-c3ccccn3)no2)c1	1	2	0.5	1	0	5	6	3	7
25	Cc1cccc2nc(CNC(=O)C3CCC(=O)N(Cc4ccccc4F)C3)cn12 (configuration not stated)	-4	7	-0.2	0	-3	8	-19	3	7
26	Cc1cccnc1NC(=O)C1CCN(S(=O)(=O)c2c(C)noc2/C=C/c2ccco2)CC1	-3	0	-0.1	1	-4	9	15	-1	-1
27	COc1ccc(F)c(CN2CCC(CO)(Cc3cccc(C(F)(F)F)c3)CC2)c1	-19	2	1.6	8	-3	-7	3	-2	4
28	CS(=O)(=O)c1nc(S(=O)(=O)c2ccc(Cl)cc2)c(NCc2ccccn2)s1	0	-5	0.7	4	-3	3	11	-6	-6
29	COc1ccc(N(CC(=O)N2CCCC2)S(=O)(=O)c2ccc(NC(C)=O)cc2)cc1	-1	1	-0.2	2	-3	-22	-10	6	7
30	COc1ccc(NC2=C(NC(C)=O)C(=O)c3ccccc3C2=O)cc1	2	-4	0.4	1	-5	-5	12	-5	7
31	CN(C)CCCn1c(SCC(=O)N2c3ccccc3Sc3ccccc32)nc2ccccc2c1=O	-12	-17	0.0	3	-7	5	31	-11	20
32	Cc1ccc(C(=O)NC(=S)Nc2ccccc2N2CCOCC2)cc1C	0	3	0.5	0	-3	3	-3	2	-1
33	CC(=O)c1ccc(-c2ccc(Cn3c(C)nc4cc(N)c(C)nc43)cc2)cc1	-9	-5	0.5	1	-2	11	-4	-1	5
34	OC(c1cccs1)c1nccc2ccccc12 (configuration not stated)	10	4	-0.4	1	-2	-6	9	2	4
35	CCOC(=O)c1sc(NC(=O)CSc2nc(-c3ccco3)cc(C(F)(F)F)n2)c(C#N)c1C	0	-3	0.9	0	1	-13	6	-12	-1
36	O=C(CCN1C(=O)c2ccncc2C1=O)Nc1ccc(F)cc1	-1	-3	0.4	1	-1	-6	-2	-1	2
37	CC(C)C[C@@]12C(=O)N(c3cccc(Br)c3)C(=O)N1[C@H](c1ccc(Cl)cc1)[C@@H]1C(=O)N(C3CCCCC3)C(=O)[C@@H]12	21	2	0.6	1	-3	-8	14	-18	6
38	COc1cc2oc(=O)cc(CN(Cc3ccccc3)Cc3ccccc3)c2cc1Cl	-2	1	-0.1	-1	1	0	-6	2	4
39	O=C(Nc1nccs1)C1CC(=O)N(CCc2ccc(F)cc2)C1 (configuration not stated)	2	0	1.7	3	-3	-2	-14	-10	2
40	COCCN(C(=S)Nc1ccc(C)cc1)C(C)c1cccnc1 (configuration not stated)	7	8	0.8	0	-4	-3	13	-12	0

Some of these compounds in order of SMILES length, descending:
item	structure	M4 PAM	M5 PAM	M1 ag parental	M4 ag	M5 ag	CHRM4 antagonist	M1 PAM parental	CHO-K1 Ca antag	M5 antag
21	Cc1ccc(N(C(=O)CC2NC(=O)NC2=O)C2(C(=O)NC3CCCC3)CCCCC2)cc1 (configuration not stated)	-3	11	-0.3	0	0	3	-1	7	-4
29	COc1ccc(N(CC(=O)N2CCCC2)S(=O)(=O)c2ccc(NC(C)=O)cc2)cc1	-1	1	-0.2	2	-3	-22	-10	6	7
31	CN(C)CCCn1c(SCC(=O)N2c3ccccc3Sc3ccccc32)nc2ccccc2c1=O	-12	-17	0.0	3	-7	5	31	-11	20
28	CS(=O)(=O)c1nc(S(=O)(=O)c2ccc(Cl)cc2)c(NCc2ccccn2)s1	0	-5	0.7	4	-3	3	11	-6	-6
27	COc1ccc(F)c(CN2CCC(CO)(Cc3cccc(C(F)(F)F)c3)CC2)c1	-19	2	1.6	8	-3	-7	3	-2	4
25	Cc1cccc2nc(CNC(=O)C3CCC(=O)N(Cc4ccccc4F)C3)cn12 (configuration not stated)	-4	7	-0.2	0	-3	8	-19	3	7
23	COCc1cc(=O)[nH]c(N2CCN(Cc3ccc4c(c3)OCO4)CC2)n1	2	-3	1.3	2	-4	0	5	-14	2
24	O=[N+]([O-])c1cccc(-c2nc(-c3ccccn3)no2)c1	1	2	0.5	1	0	5	6	3	7
32	Cc1ccc(C(=O)NC(=S)Nc2ccccc2N2CCOCC2)cc1C	0	3	0.5	0	-3	3	-3	2	-1
39	O=C(Nc1nccs1)C1CC(=O)N(CCc2ccc(F)cc2)C1 (configuration not stated)	2	0	1.7	3	-3	-2	-14	-10	2
36	O=C(CCN1C(=O)c2ccncc2C1=O)Nc1ccc(F)cc1	-1	-3	0.4	1	-1	-6	-2	-1	2
40	COCCN(C(=S)Nc1ccc(C)cc1)C(C)c1cccnc1 (configuration not stated)	7	8	0.8	0	-4	-3	13	-12	0
34	OC(c1cccs1)c1nccc2ccccc12 (configuration not stated)	10	4	-0.4	1	-2	-6	9	2	4

Next results follow.
item	structure	M4 PAM	M5 PAM	M1 ag parental	M4 ag	M5 ag	CHRM4 antagonist	M1 PAM parental	CHO-K1 Ca antag	M5 antag
41	COc1cc(CN2CCc3ccc(NC(=O)CCc4ccccc4OC)cc3C2)ccc1O	1	2	2.5	7	-6	-5	12	2	-1
42	Cc1ccc(C)c(NC(=O)C2CC(O)CN2C(=O)Oc2ccccc2)c1 (configuration not stated)	-2	-5	0.1	0	-4	9	-9	15	15
43	CCCC(=O)Nc1sc(C)c(-c2ccc(C(C)CC)cc2)c1C#N (configuration not stated)	-5	-1	0.4	1	1	4	9	-4	-2
44	Cc1c(NS(=O)(=O)c2cc(Br)cc3c2N(C(=O)C2CC2)CC3)c(=O)n(-c2ccccc2)n1C	-6	0	-0.6	1	1	0	-8	6	6
45	CCCCC(=O)Nc1ccc(C)c(S(=O)(=O)N2CCCCCC2)c1	3	-3	1.8	4	1	-5	-16	-7	8
46	COC(=O)C1=C(NC(=O)c2ccc(Br)cc2)CCS1	0	-1	-0.7	0	1	8	-16	15	-8
47	COC(=O)CNC(=O)CCCCC(=O)NCC(=O)OC	13	-8	0.1	1	-1	0	7	-9	9

Bioassay records (PubChem BioAssay)
